# Screening data: PubChem BioAssay, NCI
# yeast sgs1 mgt1: NCI yeast anticancer drug screen, S. cerevisiae sgs1 mgt1 strain. actives 10% (n = 78,000). % growth inhibition at 50 µM. AID 161;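 further: 0% = growth of vehicle-only cultures of the same strain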
#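 Genetically altered yeast, compound exposure, growth inhibition relative to vehicle.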
# mec2-1: NCI yeast anticancer drug screen, S. cerevisiae mec2-1 strain; actives 9% (n = 79,000); AID 157; % growth inhibition at 50 µM;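 further: 0% = growth of vehicle-only cultures of the same strain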
#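 Using mec2-1 yeast: add compound, measure growth, express inhibition versus vehicle-treated cultures.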
# yeast rad50: NCI yeast anticancer drug screen, S. cerevisiae rad50 strain. % growth inhibition at 50 µM. actives 10% (n = 79,000). AID 155;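 further: 0% = growth of vehicle-only cultures of the same strain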
#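 Compounds were tested on a yeast strain with an engineered DNA damage repair alteration; the reported value is growth inhibition normalised to vehicle treatment.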
# mlh1 rad18: NCI yeast anticancer drug screen, S. cerevisiae mlh1 rad18 strain; % growth inhibition at 50 µM; actives 11% (n = 79,000);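 further: 0% = growth of vehicle-only cultures of the same strain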
#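 A repair-deficient yeast strain is exposed to test compound, and growth is scored relative to vehicle-treated controls.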
# cln2 rad14: NCI yeast anticancer drug screen, S. cerevisiae cln2 rad14 strain. AID 165. actives 8.3% (n = 78,000). % growth inhibition at 50 µM;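 further: 0% = growth of vehicle-only cultures of the same strain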
#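 Relative to vehicle controls, growth inhibition of compound-treated cln2 rad14 yeast was recorded.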
# yeast bub3: NCI yeast anticancer drug screen, S. cerevisiae bub3 mutant strain; AID 167; actives 9.9% (n = 78,000); growth inhibition, % at 50 µM;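 further: 0% = growth of vehicle-only cultures of the same strain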
#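 Steps: expose the mutant yeast strain to compound; grow alongside vehicle-treated cultures; measure growth; express inhibition against the vehicle cultures.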
# An asterisk follows results filed as active; & = joins results of further samples. No stated cut-off is given here; in the data, active means growth inhibition above about 70%; inactive means the rest.
smiles,mec2-1,cln2 rad14,mlh1 rad18,yeast bub3,yeast rad50,yeast sgs1 mgt1
CCC(=O)c1c(NOC2OCC(OC(C)=O)C(OC(C)=O)C2OC(C)=O)nc(OC)n(C)c1=O (centres undefined),-1,10,-12,-25,-18,-35
CCN=C(C#N)NCC,-4,17,30,25,19,21
Cc1c(Cl)cccc1NC(=O)Sc1ccc(C(C)(C)C)cc1,11,19,16,11,21,12
N#CC(=NCCO)C1=C(O)c2ccccc2C1=O,-11,-31,-12,-48,6,-16
CC1CCCN1c1ccnc2cc(Cl)ccc12 (centres undefined),-3,-2,20,8,12,7
COc1cc2c(cc1OC)C1c3cc(OC)c(OC)cc3CC(=O)N1CC2 (centres undefined),7,19,38,24,18,38
O=C1CCN2C=CSC2=N1,-16,-24,-27,2,-8,16
O=[N+]([O-])CC1CCCCC1,-20,14,19,-1,-3,7
N#CC(C(=O)O)C1(C(C#N)C(=O)O)CCN(Cc2ccccc2)CC1 (centres undefined),-5,-22,-10,-2,-10,40
O=S1(=O)c2ccccc2C(O)(c2ccccc2)c2cc3ccccc3n21 (centres undefined),95*,95*,95*,94*,96*,94*
COc1cc2cccc(NC(=O)c3cc(OC)c(OC)c(OC)c3Br)c2cc1OC,12,20,21,45,31,17
CCN(CC)CCCNc1ncnc2c1C(c1ccccc1)c1ccccc1-2 (centres undefined),-15,6,-7,-5,8,2

# Reprinted from the part before: 5 compounds; new compounds follow.
smiles,mec2-1,cln2 rad14,mlh1 rad18,yeast bub3,yeast rad50,yeast sgs1 mgt1
O=[N+]([O-])CC1CCCCC1,-20,14,19,-1,-3,7
N#CC(C(=O)O)C1(C(C#N)C(=O)O)CCN(Cc2ccccc2)CC1 (centres undefined),-5,-22,-10,-2,-10,40
O=S1(=O)c2ccccc2C(O)(c2ccccc2)c2cc3ccccc3n21 (centres undefined),95*,95*,95*,94*,96*,94*
COc1cc2cccc(NC(=O)c3cc(OC)c(OC)c(OC)c3Br)c2cc1OC,12,20,21,45,31,17
CCN(CC)CCCNc1ncnc2c1C(c1ccccc1)c1ccccc1-2 (centres undefined),-15,6,-7,-5,8,2
CN(C=O)c1c(F)cc(N=Nc2ccccc2)cc1F,1,-16,10,2,3,7
COc1ccc(NS(=O)(=O)c2ccc(NC(CNC(C)S(=O)(=O)O)S(=O)(=O)O)cc2)cc1 (centres undefined),6,52,36,-1,18,29
O=C1OC(C(=O)O)Cc2ccccc21 (centres undefined),-15,-5,-13,-2,-16,-3
COC(=O)CCNc1c2ccccc2nc2cccc([N+](=O)[O-])c12,91*,89*,81*,84*,86*,81*
CCOC(=O)c1[nH]c(Cc2[nH]c(C(=O)OCC)c(C)c2CC)c(CC)c1C,-16,-19,55,-5,22,13
COc1cc(OC)c(/C=N/N=C(\N)NO)c(OC)c1,12,10,-10,-1,-9,-1
CC[C@H](NC(=O)OC(C)(C)C)C(=O)NCP(=O)(OCc1ccc([N+](=O)[O-])cc1)OCc1ccc([N+](=O)[O-])cc1,3,29,-65,-12,4,7
O=C1C=CC2OC(c3ccccc3)C(O)C2O1 (centres undefined),-12,-7,-26,-2,14,25
Clc1ccc2c(c1)[nH]c1c2nc2sccn21,-15,1,-10,-13,-7,0
CC1(CCC2C=CCC2)CCCNC1=S (centres undefined),-9,5,21,9,21,30
Cc1cc(C)c(CC#N)s1,-12,-53,-22,-15,-25,-2
C=C1CC/C=C(/C(=O)O)CC[C@H]2[C@@H]1CC2(C)C,60,54,53,70,64,57
CC(/C=C/c1cccc(C)c1)=N\NC(N)=S,53,39,81*,81*,30,86*
BrCC(Br)Cc1ccc2c(c1)OCO2 (centres undefined),-7,-22,57,5,21,49
COc1ccc(NC(=O)CC(=O)Nc2ccc(OC)cc2)cc1,34,34,29,52,29,8
O=C(c1ccccc1)c1oc(CO)cc(=O)c1O,-12,-48,-16,-4,-1,-4
CCOC(=O)CC(=O)c1ccccc1SC,-2,4,17,-1,13,-6
O=C1c2c(nc3ccccc3c2-c2ccccc2)CN1Nc1ccccc1,-25,6,-19,-38,-12,-9
Cc1c(-c2ccccc2)sc(/N=C/c2cc(Br)cc(Br)c2O)c1C#N,25,11,63,19,6,29
NC(CCC(N)C(=O)O)C(=O)O (centres undefined),-21,-14,-18,-13,-25,-25
Cc1ccc(N(C(=O)CC(=O)N/N=C/c2ccccc2O)C(=O)c2ccccc2)cc1,-17,8,-11,-27,-7,-2
OCC(O)C(O)C(O)C(O)C(OCc1ccccc1)OCc1ccccc1 (centres undefined),8,-13,10,5,11,-24
C=CCNC(=S)N/C=C(/C(=O)c1ccccc1)c1ccccc1,-24,-32,-54,-20,-54,-45
CCOC(=O)COC(=O)c1ccccc1C(=O)OC,17,-53,-17,-15,-10,-32
Cc1c(CC[n+]2cccc(C(N)=O)c2)[nH]c(=O)[nH]c1=O,-22,-22,-29,28,-14,13
Nc1cc(Cl)c([N+](=O)[O-])cc1F,11,21,15,10,-2,7
CC1C2CC(C(S(=O)(=O)N3CCOCC3)/C2=N\O)C1(C)C (centres undefined),92*,89*,83*,90*,88*,87*
CC(=O)/C=C(/C=N/O)c1ccccc1,-27,8,-56,10,11,14
O=c1[nH]c(Nc2cccc(CC(F)(F)F)c2)nc2nc[nH]c12,-1,14,-52,26,5,25
CC(=O)Oc1cc2c(cc1OC(C)=O)OCC(c1ccccc1)C2 (centres undefined),56,36,63,95*,69,76*
Cc1cc2nnc(-c3cccc([N+](=O)[O-])c3)n2c2nnnn12,31,67,37,38,25,22
Nc1nc(N)c(N=Nc2ccc(O)cc2)c(=O)[nH]1,-21,-4,-11,-4,10,-6
COC1N(C2C=CC(CO)O2)C(=O)NC(=O)C1(C)Br (centres undefined),-18,3,16,-18,-5,3
CCCCOC(=O)CCCCCCC/C=C/C1C=CC(CCCC)C(C#N)C1C#N (centres undefined),-6,-6,-13,-4,1,-25
C=C1C(=O)C23OC2C1CCC(=O)C1(C)CC[C@H](OC(C)=O)C(C)(C)[C@H]1CC3=O (some centres undefined),100*,99*,99*,99*,99*,99*
CCOC(=O)C(C)(C)c1ccc(OC)cc1,-4,-19,-16,3,-14,-9
OCc1cnc2ccccc2c1Cl,-2,5,-11,2,-7,-6
CC(C)(O)C[N+](=O)[O-],-2,-8,3,0,6,1
CS(=O)(=O)O,-10&-25,-14&22,-6&-3,-2&-38,-1&-5,-14&16
O=[N+]([O-])c1ccc(S(=O)(=O)C2CCCCC2Cl)c([N+](=O)[O-])c1 (centres undefined),25,-16,59,57,-1,50
CNC(=O)NC(c1cc(OC)c(O)c(OC)c1)c1cc2c(cc1O)OCO2 (centres undefined),39,10,45,8,30,12
COC(=O)NC(=O)c1cn(CCCOC(=O)CCCCCCCCC(=O)OCCCn2cc(C(=O)NC(=O)OC)c(=O)[nH]c2=O)c(=O)[nH]c1=O,-4,10,-12,13,-14,-7
C=CC(=O)OCC(C)(C)COC(=O)C=C,-34,16,-13,20,3,-17
OC[C@H]1CC(c2nn[nH]n2)[C@H](O)[C@@H]1O (some centres undefined),5,11,-19,-10,-8,-42
Cc1ccc2c(c1)C(C)(C)CCC2C (centres undefined),-33,-35,-19,-16,-19,-13
CS(=O)(=O)OCCN1C(=O)CNC1=O,8,-28,-3,10,5,-9
O=C1c2ccccc2-c2cc(F)ccc21,-10,-6,0,18,18,-7
NC(=O)Nc1ccc(Cl)cc1,-9&-12,-12&-18,15&-11,-17&-4,22&-17,-5&-25
CC(=O)NC(C)(C(C)=O)c1ccccc1 (centres undefined),27,8,7,3,8,13
O=C(O)C1CC(Br)C(Br)CC1C(=O)Nc1cccc2ccccc12 (centres undefined),6,-39,32,1,12,3
Brc1nc(Br)c(Br)[nH]1,-6,13,6,13,1,3
COC1C=CC(OC)(C(OC)OC)O1 (centres undefined),-34,7,-16,2,-35,-13
CCSC1C(O)C(CO)OC1n1cnc2c(=S)nc[nH]c21 (centres undefined),-29,3,0,5,-4,-2
Cc1cc(=O)[nH]c(NN=C2CCCC2)n1,-52,-3,-27,-33,-28,-35
Nc1nc(N)c2cc(Sc3ccc4ccccc4c3)ccc2n1,91*,87*,84*,86*,88*,89*
CCC/C=C/c1cc2c(cc1O)CC[C@@H]1[C@@H]2CC[C@]2(C)[C@@H](O)CC[C@@H]12,16,35,24,41,19,46
CC1=C(C(=O)NCc2ccccc2)C(c2ccccc2[N+](=O)[O-])C(C(=O)NCc2ccccc2)=C(C)N1,84*,63,78*,81*,71*,81*
CC1CCC(C(C)C2C(O)CC3C4CC=C5CC(O)CCC5(C)C4CCC32C)NC1 (centres undefined),25,24,58,11,67,89*
CCCc1ccc(C)c(CCC)c1O,-11,-17,4,-4,-6,-5
O=C(Nc1cc(Cl)c(Cl)cc1Cl)N1CCOCC1,-31,5,-5,-6,0,-11

# Molecules listed so far that have a tert-butyl group:
smiles,mec2-1,cln2 rad14,mlh1 rad18,yeast bub3,yeast rad50,yeast sgs1 mgt1
Cc1c(Cl)cccc1NC(=O)Sc1ccc(C(C)(C)C)cc1,11,19,16,11,21,12
CC[C@H](NC(=O)OC(C)(C)C)C(=O)NCP(=O)(OCc1ccc([N+](=O)[O-])cc1)OCc1ccc([N+](=O)[O-])cc1,3,29,-65,-12,4,7

# Next records
smiles,mec2-1,cln2 rad14,mlh1 rad18,yeast bub3,yeast rad50,yeast sgs1 mgt1
O=c1cc(NC2OC(CO)C(O)C(O)C2O)[nH]c(=O)[nH]1 (centres undefined),-13,-68,-10,-56,-19,-14
CCc1c(C(=O)OC)c(C(=O)OC)c(-c2ccccc2)n1CCn1c(CC)c(C(=O)OC)c(C(=O)OC)c1-c1ccccc1,38,26,40,98*,50,29
c1ccc(-c2cc(CNc3nc4ccccc4s3)on2)cc1,11,5,10,-5,20,9
CN(C)c1ccc(C2CC(C)(N3CCCC3)Oc3cc4c(cc32)OCO4)cc1 (centres undefined),5,24,34,27,17,13
O=C1c2ccccc2C(=O)N1CCc1ccccn1,-6,-27,-23,0,6,4
N=C(N)C1CN(CC=O)C(=O)NC1=O (centres undefined),11,25,12,-4,-12,-3
O=C1C=C(C(=O)O)C(c2ccccc2)CC1 (centres undefined),-2,-22,4,2,-2,6
Cc1cc2nc(SCC(N)=O)nn2c(C)n1,-24,-21,6,3,-20,-19
S=C1c2ccccc2NC(=NC2CCCC2)C2CSCN12 (centres undefined),-26,3,-9,-25,4,-24
O=C(O)C(SC1=NNC2(C(=O)N1)c1ccccc1-c1ccccc12)SC1=NNC2(C(=O)N1)c1ccccc1-c1ccccc12,96*,96*,97*,98*,97*,97*
O=[N+]([O-])c1cc(Br)cc2c1[nH]c1nc3ccc(C(F)(F)F)cc3nc12,-18,17,-4,-2,46,8
CSc1ccc(C(=O)O)cc1,-19,-37,9,-22,-14,-15
CCOC(=O)c1cc(=O)[nH]c(N)n1,-11,-38,-4,10,-6,-2
COc1ccc(C(=O)O)c(-c2c(C(=O)O)ccc(OC)c2OC(C)=O)c1,3,64,55,73*,16,-4
COC(=O)C1=C(C)NC(C)=C(C(=O)OC)C1c1ccc(NCc2ccccc2)c([N+](=O)[O-])c1,4,1,40,6,17,12
Cc1ccc(-c2cnc(NC3OC(COC(=O)c4ccccc4)C(OC(=O)c4ccccc4)C(OC(=O)c4ccccc4)C3OC(=O)c3ccccc3)s2)cc1 (centres undefined),13,29,-58,11,0,-3
O=C(Nc1nc2ncn(CC(COc3ccccc3)OC(=O)c3ccccc3)c2c(=O)[nH]1)c1ccccc1 (centres undefined),10,15,-7,12,-10,6
Cc1ncc(CSc2ccccc2N)c(CO)c1O,-10,48,-5,6,-11,-22
CCCC[NH-].CCCC[NH-].[I][Pt+2][I],15,15,41,49,29,61
[N-]=[N+]=NC(=O)c1cnn(-c2ccccc2)c1N,19,-27,2,15,10,9
Nc1ccc(C(C(=O)O)c2ccccc2)cc1 (centres undefined),16,1,11,20,10,13
Cc1c2ccccc2cc2c1ccc1c(Br)cccc12,-3,26,6,12,10,21
CCCCCCCCCC[N+](C)(C)CC(O)CO (centres undefined),8,9,-11,-3,-52,2
Cc1ccc(C(O)c2ccccc2)cc1 (centres undefined),7,-62,10,1,25,17
OCCCC(O)CCC(O)CCC(O)CCCO (centres undefined),-20,10,5,-23,-4,9
O=C(O)c1c(Br)cccc1S(=O)(=O)c1ccccc1,-3,-48,-17,-7,-7,7
